# PTEN del growth – suppresses growth of cells with PTEN deletion; HCT116 PTEN-null viability, CellTiter-Glo, 60 h; hits give low values; viability, % at 10 µM; hit rate 1.2% among 140,000; AID 827;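 active = viability at or below a set limit, 4 SD under the median of all tested compounds, cut at about 3.7% in these data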;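 note: PTEN knockout HCT116 line with beta catenin targeted HCT116 as companion control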
# GALR2 antag – GALR2 (human) receptor antagonism; O43603; GALR2-expressing cells, antagonist mode; inhibition, % at 4 µM; hit rate 0.39% among 140,000; AID 828; in the data active = inhibition above about 27%;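 note: cells stimulated with galanin 1-16 at roughly its EC80; 0% = agonist challenge control and 100% = basal control without agonist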
# Target sequence (O43603 whole entry, looked up): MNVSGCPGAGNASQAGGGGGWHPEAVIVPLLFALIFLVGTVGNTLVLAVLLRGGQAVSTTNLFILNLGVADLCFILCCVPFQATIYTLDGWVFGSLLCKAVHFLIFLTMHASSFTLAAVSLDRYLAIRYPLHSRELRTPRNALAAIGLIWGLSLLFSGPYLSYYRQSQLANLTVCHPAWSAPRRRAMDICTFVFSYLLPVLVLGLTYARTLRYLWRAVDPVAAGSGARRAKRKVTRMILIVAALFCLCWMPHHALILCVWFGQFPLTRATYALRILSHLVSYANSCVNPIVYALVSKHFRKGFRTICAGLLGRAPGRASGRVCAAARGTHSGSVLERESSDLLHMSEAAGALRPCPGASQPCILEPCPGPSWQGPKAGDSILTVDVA
# Phagocyt inh – macrophage phagocytosis inhibition; J774A.1 macrophage IgG-bead phagocytosis, imaging; inhibition, % at 5 µM; hit rate 0.07% among 110,000;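 active = inhibition above the mean of the plate negative controls plus 5 SD, cut at about 13% in these data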;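 note: phagocytic index as fraction of beads internalized from green versus red external bead signal; plate controls were DMSO negative control for no effect and cytochalasin-D positive control for full effect; some results beyond the cut were filed as inactive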
# HCT116 bCat-KO – beta-catenin-lacking colon tumor cell growth suppression | HCT116 beta-catenin knockout viability, CellTiter-Glo, 60 h; hits give low values | viability, % at 10 µM | hit rate 1.5% among 140,000;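 active = viability at or under a set limit, the compound median less 4 SD, cut at about 6% in these data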;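 note: 0% = Hyamine 1622 control at 20 µM and 100% = untreated cell control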
# E-sel TNF inh – blocks E-selectin expression induced by TNF alpha; hit rate 0.71% among 120,000; AID 1246; inhibition, % at 2 µM; HUVEC TNFa-induced E-selectin immunofluorescence, high content;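 active = inhibition above the batch mean plus 3 SD, and confirmed as a hit on visual image review, cut at about 43% in these data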;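 note: 0% = TNF-stimulated DMSO wells and 100% = unstimulated control wells; not every result past the cut was called active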
# Measles CPE – protection of cells from measles virus | Measles virus-infected cells, CPE protection, absorbance | protection (pct of control), % at 4 µM | hit rate 1.5% among 140,000; in the data active = protection mostly above about 24%, no sharp cut-off; inactive = mostly below about 26%; note: some compounds called inactive have numbers as strong as hits
# NPY-Y2 antag – antagonists of human neuropeptide Y receptor Y2 | NPY-Y2 expressing cells, antagonist mode | hit rate 0.99% among 140,000 | P49146 | AID 793 | inhibition, % at 2.7 µM; in the data active = inhibition above about 17%;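 note: 0% = vehicle with agonist challenge and 100% = reference antagonist with challenge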
# Target sequence (P49146 whole entry, looked up): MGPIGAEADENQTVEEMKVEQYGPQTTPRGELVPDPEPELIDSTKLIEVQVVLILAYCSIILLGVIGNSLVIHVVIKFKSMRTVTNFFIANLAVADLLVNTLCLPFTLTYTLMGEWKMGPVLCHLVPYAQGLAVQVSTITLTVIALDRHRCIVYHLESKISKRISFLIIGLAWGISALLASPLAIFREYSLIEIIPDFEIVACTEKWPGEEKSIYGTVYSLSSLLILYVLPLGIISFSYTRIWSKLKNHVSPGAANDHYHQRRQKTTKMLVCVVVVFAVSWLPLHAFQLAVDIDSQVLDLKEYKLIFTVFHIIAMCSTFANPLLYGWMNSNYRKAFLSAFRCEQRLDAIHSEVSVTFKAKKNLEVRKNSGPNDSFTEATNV
# BB579 growth dn – reduces growth of yeast BB579 in restrictive medium | AID 804 | inhibition, % at 10 µM | hit rate 0.51% among 140,000 | S. cerevisiae BB579 growth, OD615, 48 h;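 active = inhibition above a set limit, 3 SD over the mean compound inhibition, cut at about 44% in these data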; note: inactives centre near -24
#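 Material: Saccharomyces cerevisiae DeaD strain BB579, replicative lifespan model yeast; buffer or medium: CSMM-D restrictive synthetic medium containing dextrose (glucose); compound: 10 µM single dose, DMSO 0.25%; timing: 48 h compound exposure at 30 °C after 4 h preincubation; signal: turbidity as optical density at 615 nm; benchmarks: positive control amphotericin B 10 µg/mL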
# Yeast lifespan up – extends the lifespan of yeast; inhibition of the nicotinamide effect, % at 10 µM; S. cerevisiae growth with nicotinamide, OD615; deaD strain in restrictive glucose medium; hit rate 0.68% among 130,000;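 active = inhibition above a set limit, placed 3 SD over the median of all compounds, cut at about 26% in these data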;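 note: 0% = nicotinamide-treated wells and 100% = cells grown without nicotinamide; some compounds called inactive have numbers as strong as hits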
#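 Buffer or medium: CSMM-D glucose medium, restrictive; test system: modified budding yeast, DeaD strain; compound: single dose 10 µM compound, 0.25% DMSO; schedule: culture preincubation 4 h, compound exposure 48 h, both 30 °C; detection: optical density (absorbance) at 615 nm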
# MRP1 act – activates MRP-1. H69AR cells + doxorubicin, viability rescue, CellTiter-Glo. viability increase, % at 10 µM. AID 799. hit rate 0.61% among 140,000;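 active = viability gain under doxorubicin at or above a set limit, the compound median plus 3 SD, cut at about 4.7% in these data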;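 note: MRP-1 overexpressing cells given doxorubicin 25 µM after compound pretreatment; 18-22 h compound pretreatment then 72 h with doxorubicin before readout; 0% = doxorubicin-only wells and 100% = vehicle-treated cells without doxorubicin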
# * = called active by the depositor; x = not tested or not shown.
SMILES,PTEN del growth,GALR2 antag,Phagocyt inh,HCT116 bCat-KO,E-sel TNF inh,Measles CPE,NPY-Y2 antag,BB579 growth dn,Yeast lifespan up,MRP1 act
O=C(Nc1ccc(Cl)cc1)[C@@H]1[C@@H]2C(=O)N(c3ccc(Cl)cc3Cl)C(=O)[C@@H]2[C@H]2C=CC=NN21,104.5,-13.4,-1.6,85.1,5.0,5.8,-2.9,-67.4,-8.4,-1.2
CC(Cl)C(=O)c1c(N)n(C)c(=O)n(C)c1=O (centres undefined),103.2,-8.5,-0.3,92.0,20.5,19.6,-1.4,-62.3,0.0,-0.8
CC(C)c1ccc(NS(=O)(=O)c2ccc3[nH]cc(C(=O)N4CCC(C(N)=O)CC4)c(=O)c3c2)cc1,86.2,-9.3,1.5,94.3,8.8,8.1,-4.0,-3.5,-17.6,-0.5
COc1cc(C(=O)Nc2nc(-c3cc(C)ccc3C)c(C)s2)ccc1OCC(=O)Nc1ccc(F)cc1,63.9,-12.4,-3.9,66.5,-20.8,13.2,-1.1,-10.7,5.3,-1.6
Cc1cc(C)nc(CC(N)=O)n1,112.0,0.5,-2.7,112.0,6.5,9.4,0.3,-26.0,-1.2,0.3
C#CCSc1nc2ccccc2n1C(=O)c1ccc(S(=O)(=O)N2CCCCC2)cc1,108.9,-9.6,-13.9,86.8,x,2.5,-0.3,-11.0,-0.3,-2.6
COc1cc2c(C#N)c(N3CCCCC3)nc(N)c2c(N)n1,75.8,5.5,-0.8,64.2,-8.0,5.7,1.1,-14.2,-13.0,-1.5
CCC(=O)Oc1ccc(C(=O)Nc2c[nH]c(=O)[nH]c2=O)cc1,88.5,-1.3,4.4,86.8,x,16.3,3.2,-8.5,-2.5,-2.6
Cc1cc(C)n(-c2nc(C)nc3sc4c(c23)CCC(C)C4)n1 (centres undefined),71.6,13.6,0.0,75.0,13.9,4.2,11.0,-6.7,-16.3,-2.1
O=C(Nc1ccc(F)cc1)N1CCOCC1,98.0,1.6,0.8,97.6,76.7*,21.9,0.7,-22.1,3.0,-0.2
Cc1occc1-c1nnc(SCC(=O)N2CCCc3ccccc32)n1Cc1ccco1,84.7,2.9,0.4,82.3,x,8.7,9.1,-19.5,-7.0,-4.0
COc1ccccc1N1CCN(C(=O)c2ccccc2Oc2ccccc2)CC1,55.9,-8.8,x,72.7,x,5.8,8.7,-5.2,-5.8,-0.6
Cn1cc(S(=O)(=O)N2CCN(C(=O)c3ccco3)CC2)c(=O)n(C)c1=O,106.2,8.6,0.4,108.9,x,10.2,2.0,26.1,-6.0,0.7
Cc1csc(NC(=O)C2CCCN(S(=O)(=O)c3ccc4c(c3)oc(=O)n4C)C2)n1 (centres undefined),77.3,11.1,0.0,79.7,x,1.8,0.9,-45.1,15.6,-0.5
CC(C)OC(=O)c1sc2nc(-c3ccccc3)ccc2c1N,86.1,15.7,x,92.7,-8.1,25.0,-1.6,-33.1,-24.1,-3.5
CCOC(=O)c1cccc(NC(=O)/C=C/c2ccc([N+](=O)[O-])cc2)c1,56.4,22.6,x,60.4,x,14.4,-2.9,-33.5,16.2,-0.5
C[C@H]1CC[C@H]2C(=O)N[C@H](Cc3ccccc3)C(=O)N2[C@@H]1c1ccccc1,94.7,5.9,x,99.7,x,7.7,-0.2,-7.2,1.1,-2.2
C/C(=N\NC(=O)C(C)n1nc(C)c([N+](=O)[O-])c1C)c1ccccc1O (centres undefined),4.2,9.8,-3.0,6.1*,1.3,4.7,-0.5,8.0,-3.5,1.7
CCOC(=O)N1CCC(N(CCN(C)C)C(=S)Nc2ccccc2C)CC1,91.7,8.8,-9.9,92.5,x,20.1,3.4,-27.4,4.4,-1.9
CC(=O)Nc1ccc(S(=O)(=O)NCc2ccc(C)cc2)cc1,92.2,-9.4,x,94.5,22.1,26.9,4.3,6.5,-2.2,-0.3
CNS(=O)(=O)c1cnccc1N1CCN(c2cccc(C(F)(F)F)c2)CC1,60.0,15.1,x,58.7,12.3,15.4,1.7,-24.3,-12.6,-3.4
CS(=O)(=O)Nc1ccc(Br)cc1C(=O)c1ccccc1,93.5,-8.1,-0.5,96.4,8.1,22.2,-1.4,-20.9,-4.2,-1.8
O=C1c2ccccc2C(=O)N1Cc1ccc2c(c1)OCO2,90.2,-2.8,-3.2,94.7,-27.1,13.0,3.1,-8.2,-17.5,-1.5
CC1(C)Cc2c(c(-c3ccccc3)[nH]c(=O)c2C#N)CO1,102.4,11.3,-0.5,111.7,5.2,13.2,0.6,-18.9,-11.1,0.1
COc1cccc(-n2c(SCC(=O)Nc3sc4c(c3C(N)=O)CCC4)nc3ccccc3c2=O)c1,78.9,3.3,x,82.4,19.4,5.0,0.9,-24.5,-14.7,-3.9
COC(=O)c1ccc(C(=O)OC)c(NC(=O)CS(=O)(=O)Cc2ccccc2)c1,91.3,0.4,-2.7,93.6,16.2,4.1,0.1,-13.6,-12.1,-2.1
CCNc1c(N)c(=O)oc2ccccc12,97.8,3.6,-0.9,97.1,-10.3,10.8,-2.8,16.0,-3.6,-2.4
Cc1cc(C)c(C#N)c(SCc2ccccc2C)n1,77.6,3.6,2.2,78.7,16.1,4.4,4.7,-36.1,6.5,2.1
COc1cc(/C=N/Nc2ccc(F)cc2F)cc(OC)c1OC,75.6,11.2,1.6,74.8,x,3.7,4.0,-18.8,-3.5,-0.6
CC1CN(C(=O)C(Sc2ccccc2)c2ccccc2)CC(C)O1 (centres undefined),94.8,9.4,-7.9,102.3,x,1.8,0.6,-29.5,4.3,-0.3
COC(=O)c1[nH]nc(C(=O)OC(C)(C)C)c1-c1ccccc1,83.5,-3.0,0.0,79.4,x,5.9,2.2,-51.1,1.2,-0.4
c1ccc(N2CCN(c3ncccn3)CC2)cc1,95.0,3.6,-4.2,76.5,-6.1,3.0,0.4,-32.8,-5.9,-0.8
COc1cc(/C=N/n2nnnc2Nc2ccccc2)cc(OC)c1OC,72.0,-3.0,-10.7,87.1,x,5.5,2.3,-15.9,-2.1,-3.5
N#CC1=C(N)C(C#N)(C#N)C(c2ccc[nH]2)C2CCCC=C12 (centres undefined),96.8,-3.2,0.2,88.0,-7.5,5.6,1.6,-2.2,-13.1,-0.8
CCOc1ccc2c(c1)sc(N)[n+]2Cc1cc(C)cc2cccnc12,4.5,20.8,1.3,9.2,19.9,8.3,41.8*,-29.6,-0.1,-5.0
O=C(Cc1ccccc1)Nc1ccc(C(=O)NCC2COc3ccccc3O2)cc1 (centres undefined),92.2,1.9,-12.1,85.5,x,5.2,-2.2,5.1,1.4,-1.1
CCN(CC)S(=O)(=O)c1ccc(N2CCCC2)c(NS(=O)(=O)c2ccc(F)cc2)c1,81.4,-1.0,1.2,76.3,10.5,39.6,-1.4,-6.6,8.6,-1.4
CN(C)S(=O)(=O)c1ccc(Cl)c(NC(=O)COc2ccccc2[N+](=O)[O-])c1,98.4,3.2,-6.6,90.8,x,15.5,1.6,-15.3,-0.1,-1.9
Cc1ccc(-n2c(SCC(=O)Nc3cccc(S(=O)(=O)NC4=NCCCCC4)c3)nc3ccccc3c2=O)cc1C,84.7,25.9,x,93.9,36.1,8.3,5.3,-35.8,3.8,-1.6
Cc1nn(Cc2c(F)c(F)c(F)c(F)c2F)c(C)c1NC(=O)c1cccc(COc2ccccc2Cl)c1,101.0,2.3,x,92.7,8.8,4.7,-0.9,-36.8,-9.0,0.6
O=C(N1CCOCC1)N1CCC(c2nc(-c3ccc(S(=O)(=O)N4CCOCC4)cc3)no2)CC1,83.2,-1.2,-1.9,83.8,5.8,8.9,-0.2,-16.3,-9.8,-3.0
Cc1ccc(C(=O)Nc2ncc(Cc3ccc(F)cc3)s2)o1,87.5,-3.4,-1.4,88.5,0.0,0.9,0.3,-26.1,-1.1,-1.7
CC(C)(C)Nc1c(N)c(=O)oc2ccccc12,96.9,0.1,x,100.6,-18.1,8.5,-0.5,0.5,-5.6,-2.2
COc1cccc(C(=O)/C=C/c2ccc(OCC#N)c(OC)c2)c1,2.5*,10.9,-7.2,3.6*,x,11.2,0.7,-32.9,0.0,-4.5
O=C(OC1CCOC1=O)c1cc(-c2ccccc2)nc2ccccc12 (centres undefined),108.6,-17.3,-1.0,100.2,-3.0,15.3,0.2,-13.2,-11.0,-0.4
Cc1n[nH]c(C)c1S(=O)(=O)N1CCN(c2ccccn2)CC1,105.3,0.2,-0.6,87.2,-3.0,18.1,0.2,-6.6,-9.4,-0.1
COc1ccc(CC(=O)NCC2(c3ccc(OC)c(OC)c3)CCOCC2)cc1,101.6,-7.0,x,93.7,-7.2,16.8,2.4,-10.2,-1.5,-2.1
O=C(O)/C=C/C(=O)Nc1ccccc1-c1ccccc1NC(=O)/C=C/C(=O)O,98.1,-8.0,-8.1,97.2,x,27.6,-0.1,-35.2,0.6,-0.3
O=C(N/N=C/c1ccc(OCC(=O)N2CCCCC2)cc1)c1ccccc1,94.8,-5.6,x,94.2,-5.9,4.5,0.6,-23.3,-2.6,-4.0
c1ccc(-c2noc(C34CC5CC(CC(C5)C3)C4)n2)cc1,96.2,-0.1,x,94.9,-16.6,4.1,0.2,-38.3,-7.5,-0.6
O=C(Cc1ccccc1Cl)NNC(=O)Nc1ccccc1,104.4,4.4,-4.0,97.9,7.5,4.5,5.5,-36.9,5.1,-1.0
Cc1c(Cl)cccc1NC(=O)CCN1CCCC(C)C1 (centres undefined),87.6,10.1,-1.0,80.3,-42.1,1.6,2.0,-33.6,-4.8,-0.9
COc1ccc(NS(=O)(=O)c2cc(NC(=O)c3cccc(OCc4c(C)noc4C)c3)ccc2OC)cc1,70.5,1.0,-0.8,78.5,17.5,9.4,1.3,-24.1,4.8,-1.4
O=c1[nH]c2ccc(S(=O)(=O)N3CCN(c4ccccc4F)CC3)cc2s1,106.3,-3.0,-1.1,91.2,-43.9,18.2,18.0*,-51.2,-10.6,-1.2
COc1ccc(NC(=O)c2ccc(NC(=O)COC(=O)CC(NC(=O)c3ccccc3Cl)c3ccccc3)cc2)cc1 (centres undefined),84.6,1.8,-2.6,85.4,-16.4,7.8,-0.7,-32.3,1.6,-1.3
Cc1ccc(-n2nnnc2SCC(=O)Nc2sc(C)c(C)c2C#N)cc1C,108.0,-6.1,-0.5,111.8,-44.3,6.3,6.0,-63.8,-6.9,-0.5
COc1ccc(NC(=O)CN2CCC(Cc3ccccc3)CC2)cc1S(=O)(=O)N1CCOCC1,89.1,-4.8,-7.1,92.8,x,16.4,1.4,-9.4,-0.3,-1.0
CC1CC1C(=O)OCC(=O)Nc1ccc(N=Nc2ccccc2)cc1 (centres undefined),88.4,0.7,-4.8,87.9,x,6.7,1.4,-21.9,-6.2,-3.8
